DRD3 antagonist – qHTS of D3 Dopamine Receptor Antagonist: qHTS; max response, negative = inhibition, %; 2.5% of 360,000 active; AID 652054, 2013; D3R cells, DiscoveRx beta-arrestin luminescence, antagonist mode; active compounds read low; D(3) dopamine receptor (Homo sapiens), P35462; in the data active means max response below about -50%; inconclusive means no clear call, values can overlap the other calls; further: on the % scale 0 is the no-effect control and ±100 the full control effect; mostly tested at two doses, the higher about 12 µM
Target sequence (P35462 whole entry, looked up): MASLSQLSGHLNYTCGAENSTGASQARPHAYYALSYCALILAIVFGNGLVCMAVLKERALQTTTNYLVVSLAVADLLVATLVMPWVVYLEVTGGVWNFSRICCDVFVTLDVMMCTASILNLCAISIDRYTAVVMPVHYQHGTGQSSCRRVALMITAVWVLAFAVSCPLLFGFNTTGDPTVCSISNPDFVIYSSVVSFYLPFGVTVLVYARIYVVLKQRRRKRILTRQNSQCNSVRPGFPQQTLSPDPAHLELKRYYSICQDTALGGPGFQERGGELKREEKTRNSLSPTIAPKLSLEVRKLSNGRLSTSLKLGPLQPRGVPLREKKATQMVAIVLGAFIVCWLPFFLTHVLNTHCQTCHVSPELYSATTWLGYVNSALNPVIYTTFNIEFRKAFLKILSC
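Cells plated overnight at 1500 cells/well, then exposed to library compounds with dopamine controls for 90 minutes at 37 degrees C. DiscoveRx reagent added for 30–60 minutes at room temperature; luminescence read, quantitative HTS format.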
HEK293 tox – qHTS of GLP-1 Receptor Inverse Agonists: Cytotox Screen | 0.13% of 410,000 active | HEK293 cAMP-luciferase reporter cells, luminescence, 24 h | Potency, µM (titrated, usually from 38.3 µM), without a hit: top-dose activity change, negative = inhibition, most hits filed as inhibitors;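 further: loss of luciferase light is scored as toxicity; potency means the concentration at half of the fitted maximal effect; on the % scale 0 is the no-effect control and ±100 the full control effect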
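Seeding density was 200 cells/uL; after overnight-length (12 h) culture, 23 nL compounds went on for 24 h at 37 °C. Readout used a luciferase detection reagent, luminescence taken after 12 min at room temperature.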
GLP-1R agonist – qHTS of GLP-1 Receptor Agonists. Glucagon-like peptide 1 receptor (Homo sapiens), P43220. AID 624172, 2012. Potency, µM (titrated, usually from 45.6 µM), inactives show at the highest dose activation, usual class: activators. 0.007% of 380,000 active. HEK293 GLP-1R CRE-luciferase, luminescence, 4-6 h; cells express a hypersensitive GLP-1R form; further: potency means the concentration at half of the fitted maximal effect; % of control where 0% means no effect
Target sequence (P43220 whole entry, looked up): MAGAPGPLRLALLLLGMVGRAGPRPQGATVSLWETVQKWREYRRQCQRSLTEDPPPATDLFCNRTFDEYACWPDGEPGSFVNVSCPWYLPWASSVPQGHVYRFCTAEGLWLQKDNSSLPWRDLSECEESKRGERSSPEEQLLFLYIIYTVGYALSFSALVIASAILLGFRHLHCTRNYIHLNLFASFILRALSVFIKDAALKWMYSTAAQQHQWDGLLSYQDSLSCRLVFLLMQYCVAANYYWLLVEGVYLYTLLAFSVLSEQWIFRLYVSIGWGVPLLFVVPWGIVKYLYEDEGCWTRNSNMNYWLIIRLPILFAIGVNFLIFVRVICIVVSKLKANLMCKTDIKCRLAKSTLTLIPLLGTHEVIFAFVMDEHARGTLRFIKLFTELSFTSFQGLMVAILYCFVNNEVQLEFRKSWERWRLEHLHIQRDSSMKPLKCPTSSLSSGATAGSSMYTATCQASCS
D3 ag – qHTS of D3 Dopamine Receptor Agonist: qHTS; D(3) dopamine receptor (Homo sapiens), P35462; D3R DiscoveRx beta-arrestin cells, luminescence, 90 min; max activation, %; 0.58% of 410,000 active; AID 652048, 2013; in the data active means max activation above about 30%; further: 0% is about no effect; mostly tested at two doses, the higher about 12 µM
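Cells at 1500/well, incubated overnight, then treated with pinned compounds (dopamine as control) for 90 min at 37 degrees C. DiscoveRx reagent added for 30 - 60 minutes at room temperature; luminescence read.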
TDP-43 yeast inh – qHTS of TDP-43 Inhibitors | TDP-43 expressing yeast growth rescue, BacTiter-Glo, 24 h | Potency, µM (highest dose often 46.1 µM), inactives show at the highest dose growth rescue (activation), actives largely listed as activators | 1.8% of 410,000 active | AID 652104, 2013; further: potency means the concentration at half of the fitted maximal effect; % of control where 0% means no effect; nearly all actives have a fitted effect of over 50% in size
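Luminescence from BacTiter-Glo reports growth of TDP-43-expressing yeast after 24 hr at 30 deg C with compound. Cells were raffinose-pregrown to mid-log, then seeded in galactose medium at OD600=0.02.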
GLP1R inv ag – qHTS of GLP-1 Receptor Inverse Agonists (Inhibition Mode) | Glucagon-like peptide 1 receptor (Homo sapiens), P43220 | HEK293 GLP-1R CRE-luciferase, luminescence, 24 h; GLP-1R form is constitutively active | Potency, µM (series often up to 38.3 µM), for the others: top-dose activity change, negative = inhibition, hits mostly inhibitors | 1.6% of 410,000 active; further: potency means the concentration at half of the fitted maximal effect; on the % scale 0 is the no-effect control and ±100 the full control effect; nearly all actives have a fitted effect of over 55% in size
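Inverse agonists were sought by their lowering of basal cAMP reporter luciferase output in HEK293 cells stably carrying constitutively active human GLP-1R, after 24 h compound treatment.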
aSyn yeast inh – qHTS of alpha-syn Inhibitors; Yeast expressing alpha-synuclein, growth rescue, BacTiter-Glo, 24 h; Potency, µM (highest dose often 46.1 µM), without a hit: top-dose growth rescue (activation), usual class: activators; 0.14% of 370,000 active; AID 652106, 2013; further: potency means the concentration at half of the fitted maximal effect; % of control where 0% means no effect; nearly all actives have a fitted effect of over 65% in size
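Galactose-induced alpha-syn yeast (OD600=0.02, raffinose-pregrown) + pinned cpd, 24 hr, 30 deg C; growth by BacTiter-Glo luminescence. Growth restoration scores as activation.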
PTHR1 agonist – qHTS for PTHR1 Agonists: Primary Screen; AID 743266, 2014; HEK293 GP2 PTHR1 cells, GloSensor cAMP luminescence, 1 h; 0.075% of 410,000 active; Potency, µM (doses to about 115 µM), without a hit: top-dose activation, most hits filed as activators; Parathyroid hormone/parathyroid hormone-related peptide receptor (Homo sapiens), Q03431; further: potency means the concentration at half of the fitted maximal effect; nearly all actives have a fitted effect of over 55% in size; some results filed as inactive show a strong effect at the top dose; inactives centre near -15; many of its hits are not listed in these tables
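HEK-293-derived GP2 cells expressing PTHR1 and a GloSensor cAMP reporter, 3,000/well, plated overnight, given luciferin plus IBMX (each 0.5 mM as added) for 1 h at 37 °C, then compound for 1 h at 37 °C. Luminescence was read after 15 min at room temperature.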
KB-V1 cytotox – qHTS assay for MDR1-selective chemotherapeutics: Primary screen using the drug-selected MDR subline cells KB-V1; KB-V1 MDR cells viability, CellTiter-Glo, 72 h; Potency, µM (top dose mostly 46.1 µM), for the others: top-dose activity change, negative = cytotoxicity, usual class: cytotoxic; 3.4% of 400,000 active; AID 1347076, 2019; further: potency means the concentration at half of the fitted maximal effect; on the % scale 0 is the no-effect control and ±100 the full control effect; nearly all actives have a fitted effect of over 60% in size
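Readout: CellTiter-Glo luminescence, 10 min after addition. Cells: KB-V1 MDR subline, 72 h at 37 degrees C with compound. Analysis: corrected, normalized data fitted to concentration-effect curves.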
An asterisk follows results filed as active; i = inactive; u = inconclusive; x = not tested or not shown; [ ] = dose if it differs, or a comment. Unless noted, the call rests on the fitted dose curve; in most records, active means well fitted curve in the direction sought with a large enough effect; inconclusive means small, poorly fitted or top-dose-only effect, or another doubt; inactive means no such curve, though single readings can be large; an effect the other way counts as inactive or inconclusive.

SMILES | DRD3 antagonist | HEK293 tox | GLP-1R agonist | D3 ag | TDP-43 yeast inh | GLP1R inv ag | aSyn yeast inh | PTHR1 agonist | KB-V1 cytotox
S=C(NCc1cccs1)Nc1cccc(Cl)c1 | -25 | -22% | -5% | -5 | -6% | 0% | -4% | i | -18%
CC1=C(C(=O)N2CCCC(CCC(=O)NCc3ccc(F)c(F)c3)C2)OCCO1 (stereo not given) | 10 | 0% | -3% | 5 | 16% | 3% | 9% | -6% | -18%
Cc1ccc2cc(CN(CCCO)S(=O)(=O)c3cccc4nsnc34)c(=O)[nH]c2c1C | 29 | -11% | 18% | 13 | -26% | 23% | 2% | -12%[57.5 µM] | -8%
O=C(NNC(=S)Nc1ccc(Cl)cc1)c1ccccc1OC(F)F | 13 | -19% | -11% | -4 | 0% | -29% | u | i | 3.3µM*
Cc1cc([N+](=O)[O-])ccc1NC(=O)CSc1nnc(C)n1C | 9 | -2% | 12% | 3 | 3% | 1% | -5% | -11% | -1%
CC(=O)Nc1ccc2oc(-c3ccccc3)nc2c1 | -8 | 13% | -3% | -1 | 11% | -15% | 0% | -24% | 0%
CCn1nc(C)c(/C=N/NC(=O)c2nc3nc(C)cc(C)n3n2)c1C | 19 | -26% | -1% | 5 | 15% | 3% | 5% | i | 0%
Cc1ccc(S(=O)(=O)Nc2ccc(O)c(Sc3ncn[nH]3)c2)cc1 | 1 | -7% | 2% | 21 | -11% | -7% | -1% | -4% | -2%
COc1ccc(N2CCN(C(=O)CNC(=O)Cc3ccccc3)CC2)cc1 | -7 | 1% | -1% | 7 | -3% | -18% | -6% | 4% | x
CNC(=O)C[C@H]1C(=O)N(Cc2ccccc2)C[C@@H]1CSC | -17 | 4% | 28% | -4 | 6% | 3% | -3% | -10% | 1%
COc1ccc(/C=N/NC(=O)c2[nH]c3ccc(Cl)cc3c2-c2ccccc2)c(C(=O)O)c1OC | 0 | -14% | 11% | -27 | 3% | u | 0% | -5% | 2%
O=C(Nc1cccnc1)C1CCN(S(=O)(=O)c2cccs2)CC1 | 1 | 7% | -3% | -1 | -8% | 9% | -6% | -9% | -10%
O=S(=O)(Nc1cccnc1)c1cccc(C(F)(F)F)c1 | -12 | -7% | -3% | -9 | -7% | 1% | 1% | -10%[57.5 µM] | -2%
CCOC(=O)c1c(S(=O)(=O)N2CCCC(C)C2)c(C)n(C)c1C (stereo not given) | -10 | 2% | 0% | 0 | -7% | 1% | 0% | i | -14%
O=C(NNC(=O)c1cc2ccccc2cc1O)Nc1ccccc1F | 2 | 6% | 0% | 4 | -9% | -3% | -6% | i | 10%
Cc1cc(C)c(CN2CCN(C(=O)CC[C@H]3O[C@@H](n4cnc5c(NC(=O)c6ccccc6)ncnc54)[C@H](O)[C@@H]3O)CC2)c(C)c1 | -17 | -4% | -2% | -5 | -8% | 13% | -2% | -8% | 4%
O=C(NCCc1ccc(Cl)cc1)c1ccc(CS(=O)Cc2cccc(Cl)c2)o1 (stereo not given) | x | -10% | x | -22 | 19% | u | x | -39%[inhibitor] | x
CCOc1ccc(NC(=O)/C(C=Nc2ccccc2)=C(\C)O)cc1 | 0 | 8% | 9% | 2 | 19% | 4% | 11% | i | u
COc1cc(OC)cc(C2=Cc3ccc(OC)cc3C(CC(C)=O)N2c2ccc(C#CC3(O)CCCCC3)cc2)c1 (stereo not given) | 26 | -1% | 0% | 5 | 9% | u | 6% | -22% | 21%
Fc1ccccc1C1CC(c2ccco2)=Nc2ccccc2S1 (stereo not given) | -12 | -16% | -5% | -7 | 22µM* | -4% | 22% | -67%[inhibitor] | 0%

Profiles as entered above:
Profile of Fc1ccccc1C1CC(c2ccco2)=Nc2ccccc2S1 (stereo not given) → DRD3 antagonist: -12; HEK293 tox: -16%; GLP-1R agonist: -5%; D3 ag: -7; TDP-43 yeast inh: 22µM*; GLP1R inv ag: -4%; aSyn yeast inh: 22%; PTHR1 agonist: -67%[inhibitor]; KB-V1 cytotox: 0%
Profile of O=C(NCCc1ccc(Cl)cc1)c1ccc(CS(=O)Cc2cccc(Cl)c2)o1 (stereo not given) → DRD3 antagonist: x; HEK293 tox: -10%; GLP-1R agonist: x; D3 ag: -22; TDP-43 yeast inh: 19%; GLP1R inv ag: u; aSyn yeast inh: x; PTHR1 agonist: -39%[inhibitor]; KB-V1 cytotox: x

Next structures follow.
SMILES | DRD3 antagonist | HEK293 tox | GLP-1R agonist | D3 ag | TDP-43 yeast inh | GLP1R inv ag | aSyn yeast inh | PTHR1 agonist | KB-V1 cytotox
COc1cc(/C=C/C(=O)O)cc(S(=O)(=O)N2CCc3ccccc3C2)c1OC | 8 | 0% | -9% | 4 | 6% | 29% | 4% | i | 28%
O=C(N/C(=C\c1ccco1)C(=O)N1CCOCC1)c1ccco1 | 11 | -1% | 5% | 3 | -10% | 7% | 0% | -3% | 6%
O=C1CC(Nc2ccc(N3CCOCC3)cc2)C(=O)N1CCc1ccccc1 (stereo not given) | 6 | 0% | -8% | 8 | -1% | 7% | -12% | -5%[57.5 µM] | 2%
CC(C)(c1ccccc1)c1ccc(OCCN2CCCC2)cc1 | u | u | 1% | -20 | -6% | u | 1% | -10% | 0%
CC(C)(CNC(=O)CCNC(=O)c1ccc(Br)cc1)N1CCOCC1 | 5 | -3% | 1% | 5 | 1% | -7% | 0% | i | 3%
Cc1cccc(NC(=O)Cc2coc3ccc4ccccc4c23)n1 | -15 | 8% | -4% | -4 | 11µM* | -5% | -16% | -2%[57.5 µM] | -3%
O=C(NC1CCCCC1)c1c2c(nc3ccccc13)CCC2 | u | 1% | 8% | -3 | -6%[0.397 µM] | u | 1% | i | -10%
CCC1CCCCN1C(=O)CNCC1CCCO1 (stereo not given) | 2 | 3% | 4% | -8 | -2% | 0% | 2% | -6% | 2%
CC(C)C(NC(=O)c1ccco1)C(=O)NCC(c1ccco1)N(C)C (stereo not given) | -1 | -12% | 2% | 6 | 1% | 0% | -9% | -4%[57.5 µM] | -19%
CCOc1ccc(N2C(=O)CC(NC3CCN(C(=O)c4ccc(F)cc4)CC3)C2=O)cc1 (stereo not given) | 4 | -2% | -13% | 7 | u | 4% | 4% | -3% | x
CC(C)Sc1cc(N2CCCC2)nc(-c2ccc(F)cc2)n1 | 23 | -17% | -4% | -8 | 16% | u | -14% | -13%[57.5 µM] | 15%
CC(/C=C/c1ccco1)=N\NC(=O)c1cc(Cl)ccc1O | 11 | -8% | 0% | 21 | -6% | -16% | 3% | i | 21%
O=C1C2CC=CCC2C(=O)N1c1ccc(NCCc2cccc(F)c2)c([N+](=O)[O-])c1 (stereo not given) | -24 | -12% | -2% | -5 | 4% | -2% | -3% | -18% | 0%
CCCS(=O)(=O)NC(=O)C1(C)CCN(C(=O)c2ccc(OC)cc2OC)C1 (stereo not given) | -4 | 6% | 4% | 5 | 17% | 11% | 0% | -1% | 3%
O=C(NNc1ccccc1)C(=O)NNS(=O)(=O)c1ccc([N+](=O)[O-])cc1 | -5 | u | 0% | -2 | 0% | 3.2µM* | 8% | i | -1%
COc1ccc(OCC(=O)OCC(=O)N2CC(=O)Nc3ccccc32)cc1 | 14 | -1% | -4% | -6 | 3% | -2% | 2% | i | 0%
COC(=O)C(O)(CC(=O)Nc1ccc(Cl)cc1F)C(F)(F)F (stereo not given) | 20 | 2% | -2% | 2 | -16% | -16% | -5% | i | 12%
Cc1ccc(S(=O)(=O)N(C)C)cc1NC(=S)NC12CC3CC(CC(C3)C1)C2 | -2 | -11% | 2% | -1 | 27% | u | -1% | -9% | 0%
O=C(NCCc1ccc(Cl)cc1)C1CC(=O)N(CCc2ccccc2)C1 (stereo not given) | -4 | -3% | -5% | 4 | -3% | u | 1% | i | -6%
COc1ccccc1CN1CCC(n2nccc2NC(=O)CCc2ccccc2)CC1 | -12 | -8% | 12% | -6 | 2% | u | 1% | i | 6%
Cc1ccc2nc(Cl)c(CN(C(=O)c3cnccn3)C3CCCCC3)cc2c1 | 11 | 3% | 1% | 3 | -4% | 0% | 4% | i | u
O=C(COc1ccccc1)Nc1nnc(-c2ccccc2Cl)o1 | -3 | -1% | 0% | -2 | 0% | 7% | 8% | i | u
CCCC/C=C/C(NC(=O)CCc1ccccc1)c1ccccc1 (stereo not given) | 4 | 9% | 6% | -26 | -1% | u | -7% | -11% | -2%
O=C(N/N=C/c1ccc(-c2ccccc2)o1)c1ccccc1O | -23 | u | 6% | 6 | -11% | 10µM* | 4% | -22% | -5%
CN(C)c1ccc(C(=O)N2CCC2(C)C(=O)O)cc1 (stereo not given) | 19 | 7% | 0% | 3 | -2% | 5% | 6% | i | 9%
CN(C)S(=O)(=O)c1cccc(C(=O)Nc2ccc(C(=O)Nc3cccc(S(N)(=O)=O)c3)cc2)c1 | -23 | 6% | 5% | -12 | -24% | 0% | -6% | -1% | 6%
COCCNc1nnc(SCC(=O)NC2CCCCC2)s1 | -1 | -6% | -1% | 1 | 6% | 0% | -4% | i | 18%
Cc1cc(NC(=O)c2c([N+](=O)[O-])c(C)nn2C)no1 | 5 | -8% | -23% | -10 | 13% | -3% | -6% | i | 0%
COc1ccccc1NC(=O)CSc1nnc2ccc(-c3ccccn3)nn12 | -5 | -2% | 8% | 1 | 29% | 10% | 7% | i | u
COc1ccccc1NC(=S)NCCc1c[nH]c2ccccc12 | -20 | -31% | 3% | -6 | 27% | u | -5% | -5% | -8%

Some of the compounds tested; the hit share may differ from the screen's.
